From PubChem
MIN6 prolif: induces beta-cell replication in MIN6 cells; MIN6 cells proliferation, ATPlite luminescence, 48 h; cells starved in 0.2% serum; 100% = growth in 10% serum; proliferation, % at 10 µM; actives 0.29% (n = 330,000); AID 2380;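 active means compounds whose signal lies at least 3.5 SD above the mean of all wells on their plate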;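 further: 0% = DMSO-treated cells in low-serum medium and 100% = 10% serum control; some compounds called inactive have numbers as strong as hits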
APOBEC3A inh: blocks human APOBEC3A ssDNA deamination | recombinant A3A, FAM/TAMRA ssDNA deamination fluorescence | P31941 | inhibition, % at 20 µM | actives 0.41% (n = 330,000);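 active means at least 40% inhibition at 20 µM here, with at most 30% in a related deaminase screen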;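 further: plate controls were A3A with DMSO for no effect and wells lacking A3A enzyme for full effect; some results filed as inactive read as strong as hits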
hIAP act: increases human intestinal alkaline phosphatase activity | activation factor at 10 µM | purified human IAP, CDP-Star luminescence, 30 min; active compounds read high; 1 = vehicle-only enzyme, 0 = enzyme-free background | actives 0.16% (n = 330,000) | P09923 | AID 2524;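 active means activation factor of the enzyme at least 2-fold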; further: the source names both 10 and 20 µM as test concentration; values of inactives mirror those of a sister screen read the other way
NLRP3 yeast inh: NALP3 inhibition in yeast. Yeast reconstituted NLRP3/ASC/caspase-1, beta-gal luminescence, 24 h. inhibition, % at 10 µM. actives 0.39% (n = 330,000);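 active means inhibition of 50% or more; inactive means inhibition below 50%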;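 further: plate controls were induced DMSO wells for no effect and uninduced yeast grown without galactose for full effect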
mIAP act: mouse IAP activation | AID 2805 | actives 0.24% (n = 330,000) | activation factor at 10 µM | muIAP, CDP-Star luminescence, 30 min; active compounds read high; 1 = vehicle-only enzyme signal, 0 = enzyme-free wells;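 active means activation factor of at least 2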; further: the source names both 10 and 20 µM as test concentration; values of inactives mirror those of a sister screen read the other way
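also added = chemiluminescent substrate CDP-Star | test system = mouse IAP enzyme | signal = chemiluminescence readout | compound = DMSO-dissolved test compounds | incubation = 30 min at room temperature | benchmarks = DMSO wells, no-enzyme wells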
mIAP inh: mouse IAP inhibition. purified mouse IAP, CDP-Star luminescence, 30 min. inhibition, % at 10 µM. actives 0.2% (n = 330,000). AID 2806;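 active means inhibition of at least 40% at 10 µM in the primary screen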;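 further: plate controls were DMSO with enzyme for no effect and no enzyme wells for full effect; values of inactives mirror those of a sister screen read the other way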
SENP1 FRET inh: inhibitors of human SENP1 SUMO protease catalytic domain | Q9P0U3 | recombinant SENP1 catalytic domain, CyPet-SUMO1-YPet FRET cleavage | inhibition, % at 10 µM | actives 0.21% (n = 360,000) | AID 624204;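 active means inhibition at least 30% at 10 µM, raw YFP signal under a set limit, fluorescence ratio 0.5 to 1.5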;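 further: 0% = enzyme with DMSO and 100% = no enzyme wells; some results filed as inactive read as strong as hits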
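System: Recombinant human SENP1 catalytic domain, His6-tagged | Incubation: Enzyme reaction for 50 min at room temperature, dark | Medium: Tris pH 8 with BME, BSA, NP40 and catalase | Also added: 25 nM SUMO1 FRET substrate | Compound: 10 µM single point, 0.5% DMSO | Measured by: FRET fluorescence in CFP and YFP emission channels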
A3G deaminase: inhibitors of human APOBEC3G DNA deaminase; Q9HC16; recombinant A3G, ssDNA deamination FAM/TAMRA fluorescence; inhibition, % at 20 µM; actives 0.28% (n = 330,000); AID 493012;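 active means inhibition of at least 40% at 20 µM, with no more than 30% in the related APOBEC3A deaminase screen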;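 further: plate controls were DMSO wells with A3G for no effect and wells lacking A3G enzyme for full effect; some compounds called inactive have numbers as strong as hits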
hIAP block: human IAP inhibition | P09923 | purified IAP, CDP-Star luminescence, 30 min | inhibition, % at 10 µM | actives 0.12% (n = 330,000) | AID 2544;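 active means inhibition reaching a set limit with compound at 10 µM in the primary screen, cut at about 35% in these data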;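 further: plate controls were DMSO wells with enzyme for no effect and no-enzyme buffer wells for full effect; values of inactives mirror those of a sister screen read the other way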
Active calls of the source: *; . = no result given.

SMILES | MIN6 prolif | APOBEC3A inh | hIAP act | NLRP3 yeast inh | mIAP act | mIAP inh | SENP1 FRET inh | A3G deaminase | hIAP block
CC(C)Cn1c(N)c(C(=O)COC(=O)c2ccc3ccccc3n2)c(=O)n(C)c1=O | 0 | 1 | 1.2 | -6 | 0.95 | 5 | 0 | 1 | -16
O=C(CSc1ccc(-c2ccccc2)nn1)NCC1CCCO1 (configuration not stated) | -5 | -7 | 1 | -3 | 1.1 | -14 | 1 | -1 | 0
COc1cccc(C(=O)N2CCN(C(=O)C3CC3)CC2)c1 | -2 | 0 | 0.99 | 1 | 1.1 | -8 | -1 | -7 | 1
Cc1ccc2cc(C3CC(c4ccco4)=NN3C(=O)CCC(=O)O)c(Cl)nc2c1 (configuration not stated) | 0 | 4 | 1 | 13 | 1 | -2 | 0 | 3 | -5
Cc1ccccc1NC(=O)CCN1CCN(C)CC1 | -2 | 1 | 0.96 | -5 | 1 | -4 | -3 | -6 | 4
COC(=O)C(CSCc1ccccc1)NC(=O)CSc1nc(N)cc(=O)[nH]1 (configuration not stated) | -5 | -4 | 0.93 | 0 | 0.93 | 7 | 2 | -5 | 7
CN1C(C)(C)c2ccccc2OS1(=O)=O | -4 | -2 | 1 | 0 | 1 | 0 | 0 | -8 | -1
O=C(NCc1nnc2c3ccccc3c(-c3ccccc3)nn12)c1ccc(Cl)cc1 | -4 | 3 | 0.89 | 38 | 0.96 | 4 | 1 | -10 | 11
Cc1ccc(CSc2ccc(S(=O)(=O)N3CCOCC3)cn2)cc1 | -1 | -2 | 0.92 | 24 | 1 | 0 | 2 | -8 | 8
O=C(CSc1nc(-c2ccco2)cc(C(F)(F)F)n1)N1CCN(c2cccc(Cl)c2)CC1 | -5 | -3 | 0.93 | 3 | 0.97 | 3 | -4 | -7 | 7
CCOc1ccc(NC(=O)CN(C)C(=O)CCSc2ccc(F)cc2)cc1OCC | -2 | 2 | 1 | 4 | 1.1 | -7 | 1 | 1 | -2
CCCCCCn1c(SCCC)nc2c1c(=O)[nH]c(=O)n2C | 4 | -1 | 1.2 | 21 | 1.1 | -8 | 2 | -6 | -18
CC1(C2CC2)NC(=O)N(CC(=O)Nc2ccc(F)cc2F)C1=O (configuration not stated) | 2 | 3 | 0.95 | -5 | 1 | -3 | 1 | -1 | 5
N=c1c(C(=O)NCC2CCCO2)cc2c(=O)n3ccccc3nc2n1Cc1cccnc1 (configuration not stated) | -1 | -3 | 1.1 | 4 | 1.1 | -8 | -22 | -5 | -12
CCOc1ccc(C(=O)Nc2ccccc2N2CCOCC2)cc1 | 1 | -2 | 1.1 | 8 | 1.1 | -11 | 2 | -6 | -13
CCn1cc(CNCc2cn(-c3ccccc3C)nc2-c2ccc(OC)c(F)c2)cn1 | -4 | 0 | 0.95 | 6 | 0.96 | 4 | 3 | -2 | 5
CC(C)(C)NC(=O)CSc1nncn1NCc1c(Cl)cccc1Cl | -1 | -18 | 1.1 | 7 | 0.95 | 5 | 0 | -3 | -8
C=CCOc1c(Cl)cc(C2NC(=O)NC(C)=C2C(=O)OC)cc1Cl (configuration not stated) | -3 | -5 | 0.99 | 7 | 1 | 0 | -3 | -4 | 1
C[C@H]1CN=C(Nc2ccccc2)N1CCCC1CCCCC1 | -7 | 11 | 0.98 | 21 | 1.1 | -8 | -1 | -8 | 2
O=C(NNc1cccc(Cl)n1)c1ccc(Cl)nc1 | -2 | -1 | 0.98 | 6 | 0.91 | 10 | 1 | -2 | 2
CCCCN(CCCC)/C(N)=N/c1nc(C)cc(C)n1 | 4 | 2 | 0.94 | 10 | 0.95 | 5 | -2 | -5 | 6
O=C(c1ccc(CS(=O)Cc2ccccc2Cl)o1)N1CCN(C2CCCCC2)CC1 (configuration not stated) | 4 | -4 | 1.1 | 10 | 1 | -2 | 0 | -7 | -8
COc1ccc(Oc2nnnn2-c2ccccc2)cc1 | -1 | -1 | 0.9 | 10 | 0.98 | 2 | -1 | -9 | 10
Nc1nc[nH]c(=O)c1N=Cc1ccccc1 | -3 | 2 | 1.1 | 12 | 0.97 | 3 | -11 | 0 | -12
Cc1ccc(Cn2nc(C)c(NC(=O)c3cc(-c4ccc5c(c4)OCO5)on3)c2C)cc1 | -2 | -3 | 0.95 | 6 | 1 | 0 | . | -8 | 5
COc1cccc(NC(=O)c2ccccc2-c2nc(-c3ccccc3)no2)c1 | -1 | -1 | 0.87 | 10 | 1 | -2 | 0 | -4 | 13
CCCCC(O)(CCCC)C(=O)NN(C(=O)OC)c1ccccc1 | 0 | -2 | 1.1 | 4 | 0.98 | 2 | 2 | -4 | -5
Cc1nc(Nc2ccccc2Cl)sc1C(=O)Nc1ccccc1 | -3 | -1 | 0.89 | 21 | 0.91 | 9 | -2 | -12 | 11
O=C(c1ccccc1NS(=O)(=O)c1ccc(Cl)cc1)N1CCc2ccccc21 | 0 | 0 | 0.7 | -18 | 0.98 | 2 | 3 | -4 | 30
O=C(CS(=O)(=O)c1ccccc1)Nc1ccc(S(=O)(=O)Nc2ccccn2)cc1 | 3 | 1 | 0.93 | 18 | 0.93 | 7 | 2 | -8 | 7

One compound at a time (already shown). Values in the order: MIN6 prolif, APOBEC3A inh, hIAP act, NLRP3 yeast inh, mIAP act, mIAP inh, SENP1 FRET inh, A3G deaminase, hIAP block
CCCCC(O)(CCCC)C(=O)NN(C(=O)OC)c1ccccc1 in the list: 0, -2, 1.1, 4, 0.98, 2, 2, -4, -5
O=C(c1ccccc1NS(=O)(=O)c1ccc(Cl)cc1)N1CCc2ccccc21 in the list: 0, 0, 0.7, -18, 0.98, 2, 3, -4, 30
O=C(c1ccc(CS(=O)Cc2ccccc2Cl)o1)N1CCN(C2CCCCC2)CC1 (configuration not stated) in the list: 4, -4, 1.1, 10, 1, -2, 0, -7, -8

Next entries:
SMILES | MIN6 prolif | APOBEC3A inh | hIAP act | NLRP3 yeast inh | mIAP act | mIAP inh | SENP1 FRET inh | A3G deaminase | hIAP block
Cc1nc([N+](=O)[O-])c(Br)n1CC(=O)c1ccc(Cl)cc1 | -4 | -1 | 0.91 | 11 | 1.1 | -10 | 3 | 0 | 9
C=CCSC1=NC(N)=C(C#N)C2(CCCCC2)C1C(N)=O (configuration not stated) | 2 | -1 | 1.4 | -3 | 0.92 | 8 | 1 | -9 | -41
C=CCn1c(CCSCc2ccc(OC)c(C)c2)n[nH]c1=S | 5 | 3 | 1 | 8 | 0.98 | 2 | 1 | 15 | -2
CCN1CCN(c2nc3c(C)cccn3c(=O)c2/C=C(\C#N)S(=O)(=O)c2ccc(C)cc2)CC1 | 3 | 0 | 1.1 | 13 | 0.9 | 10 | -22 | -1 | -9
O=S(=O)(NC1CCCC1)c1cccc(S(=O)(=O)N2CCC(n3nnc4ccccc43)CC2)c1 | 0 | 1 | 0.86 | 3 | 0.92 | 8 | -2 | -1 | 14
CC1CC(C)(C)NC(=O)O1 (configuration not stated) | -1 | 1 | 0.82 | -9 | 0.96 | 4 | 0 | -3 | 18
O=C(CCCC(=O)N1CCCC1)N1CCCC1 | -2 | 3 | 1 | 19 | 1.2 | -18 | 1 | 8 | -2
CCN1CCN(C(c2cccc(OC)c2)c2sc3nc(C)nn3c2O)CC1 (configuration not stated) | 0 | 3 | 0.99 | 9 | 0.96 | 4 | -1 | -4 | 1
CC(C)Oc1ccc(C2CC(=O)N(Nc3ccc([N+](=O)[O-])cc3[N+](=O)[O-])C2=O)cc1 (configuration not stated) | 2 | -1 | 0.88 | 7 | 0.95 | 5 | 4 | 0 | 12
O=C(COc1ccc(/C=N/NS(=O)(=O)c2ccccc2)cc1)Nc1ccc(F)cc1 | -6 | -2 | 1 | 3 | 0.98 | 2 | 1 | -1 | -5
Cn1c(-c2ccccc2)cc2c3no[n+]([O-])c3ccc21 | -2 | 2 | 0.9 | 53* | 1.1 | -7 | 4 | 1 | 10
Cc1cccc(CCNC(=O)C2CCC(CNS(=O)(=O)c3cccs3)CC2)c1 (configuration not stated) | -2 | 2 | 1.1 | -6 | 1.1 | -6 | 1 | -8 | -10
CC(C)c1ccc(NC(=O)COc2ccc(F)cc2C(=O)c2cnn(-c3ccccc3)c2)cc1 | 0 | -1 | 1.2 | 4 | 1.1 | -6 | 1 | -4 | -15
CCOc1ccc(-c2nc(N)ncc2-c2ccccc2)c(O)c1 | -3 | 7 | 0.93 | -2 | 0.89 | 11 | 0 | 0 | 7
CCN(CC)S(=O)(=O)c1ccc2c(c1)nc(SCC(=O)N1CCOCC1)n2-c1ccccc1OC | -4 | 7 | 1.1 | 12 | 1.1 | -6 | -3 | 44* | -5
Cn1c(=O)c2c(nc(N/N=C/c3cccnc3)n2Cc2ccc(F)cc2)n(C)c1=O | -2 | -4 | 1 | 5 | 1 | -4 | 0 | -5 | -4
N#Cc1ccc(CSc2nnc(-c3cccnc3)o2)cc1 | 1 | 1 | 0.93 | 9 | 0.96 | 4 | 2 | -6 | 7
CC(C)CCNC(=O)c1ccc2nc[nH]c2c1 | -6 | -1 | 1.2 | 9 | 0.91 | 9 | 5 | -5 | -18
COc1ccc(C2CC(=O)c3cnc(NC(=O)c4ccco4)nc3C2)cc1 (configuration not stated) | -3 | 1 | 1 | 7 | 1.1 | -5 | -3 | 5 | -4
Cc1ccc(S(=O)(=O)N2CCCCC2)cc1NC(=O)CSc1nnnn1C | -2 | 1 | 1 | 3 | 0.99 | 1 | 3 | 1 | -3
c1ccc(-c2ccc(-c3cn4c(n3)CCC4)cc2)cc1 | -3 | -2 | 0.99 | 66* | 0.94 | 6 | 1 | -1 | 1
CCn1c(SCC(=O)c2ccc(O)c(O)c2)nnc1-c1ccccc1 | -5 | 2 | 1 | -12 | 0.97 | 3 | 4 | -6 | -2
COc1ccc(-c2n[nH]c(C)c2-c2ccccc2OC)c(O)c1 | 5 | -3 | 1.8 | 6 | 1 | 0 | 4 | -6 | -76
COc1ccc(OC)c2sc(NC(=O)CCS(=O)(=O)c3ccccc3)nc12 | -7 | 3 | 1 | 6 | 1 | 0 | 2 | 1 | -2
Cn1c(NC(=O)c2ccccc2)nc2ccccc21 | -2 | 2 | 1.3 | 48 | 1 | -4 | 0 | -7 | -32
CCN(CC)C(=O)c1sc(NC(=O)c2ccco2)c(C#N)c1C | -2 | -1 | 1.3 | 12 | 1 | -1 | -81 | -2 | -26
CC(C)(C)NC(=O)C(=O)NNC(=O)c1cccc([N+](=O)[O-])c1 | -1 | 3 | 1.4 | 12 | 0.8 | 20 | 0 | -6 | -36
CS(=O)(=O)c1ccc2nc(NC(=O)c3cccs3)sc2c1 | -4 | -1 | 0.98 | -2 | 0.99 | 0 | 0 | -6 | 2
COCCNc1nc2c(-c3cccc(C(F)(F)F)c3)nnn2c2ccccc12 | 1 | -3 | 1 | 7 | 1.1 | -9 | -21 | -6 | -1
CCN1C(=O)C(CC(=O)Nc2c(C)cccc2C)SC1=Nc1ccc(S(N)(=O)=O)cc1 (configuration not stated) | -3 | -2 | 0.79 | 16 | 0.91 | 9 | 1 | -1 | 21
O=C(COC(=O)c1ccccc1O)NC(=O)NCc1ccccc1 | -3 | 1 | 1 | 13 | 1 | 0 | 3 | -1 | -3

A portion of the library. The share of hits here may be higher or lower than overall.
